From PubChem BioAssay
NFkB transloc pot = enhancers of NFkB p65 translocation in HUVEC – imaging, IL-1B stimulus, high-content imaging, primary screen; activation, % at 2 µM; 94,000 tested, 0.3% active; HUVEC IL-1B NFkB p65 nuclear translocation imaging;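 active = activation above 40%, about the mean plus 3 SD, also judged a hit on visual image review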;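 also: percent activation is computed from the nuclear over cytoplasmic p65 intensity ratio; values of inactives mirror those of a sister screen read the other way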
NFkB transloc inh = inhibitors of IL-1B driven NFkB p65 nuclear import, primary screen, imaging, HUVEC, IL-1B stimulus, high-content imaging; 94,000 tested, 0.43% active; HUVEC IL-1B NFkB p65 nuclear translocation imaging; AID 796, 2007; inhibition, % at 2 µM;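 active = inhibition above about 30% together with a positive call from visual inspection of the well image, limit read from the data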;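 also: nuclear over cytoplasmic p65 intensity ratio measured by imaging; 0% = IL-1B stimulated DMSO wells and 100% = unstimulated DMSO wells; values of inactives mirror those of a sister screen read the other way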
Bcl-B TR3 displacers = displacers of TR3 peptide from Bcl-B, primary screen, selectivity assay for Bfl-1 inhibitor project, biochemical, fluorescence polarization; AID 748, 2007; Bcl-2-like protein 10 (Homo sapiens); one-dose displacement, % at 20 µM; IC50 in µM for titrated hits; 96,000 tested, 0.11% active; FP displacement of FITC-TR3 peptide from Bcl-B; higher % means a stronger effect;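 active = displacement above 50% at 20 µM plus a fluorescence interference ratio under 1.5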;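 also: plate controls were wells without compound for no effect and wells lacking Bcl-B protein for full effect; a part of the inactive calls stands beside numbers as strong as those of hits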
PLAP inhibition = PLAP enzyme inhibitors, biochemical, luminescence, HTS (AID 690) | 96,000 tested, 0.08% active | inhibition, % at 20 µM; hits with a dose series show IC50 in µM | Alkaline phosphatase, placental type (Homo sapiens) | purified PLAP, luminescent substrate; higher % means a stronger effect; in the data active = a potency from the dose series; inactive = the rest, 99 in 100 with inhibition below about 30%; also: strong numbers were not always called active
MRP reversal = reversal of MRP1-mediated doxorubicin resistance, primary screen, H69AR cells, doxorubicin co-treatment | differential viability (reversal), % at 10 µM | H69AR cells + 2 uM doxorubicin, CellTiter-Glo, 72 h | 85,000 tested, 0.04% active;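 active = viability drop by adding the cancer drug above about 55%, with treated viability meeting a 40% cutoff, limit read from the data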;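 also: viability without doxorubicin minus viability with 2 µM doxorubicin for each compound; larger differential means the compound sensitizes cells more to doxorubicin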
MRP reversal cytotoxicity = further read-out of MRP reversal, marked with its call; viability, %; H69AR cells, CellTiter-Glo, 72 h; measured here: cytotoxicity without doxorubicin
MRP reversal with doxorubicin = also measured in MRP reversal; calls as there; viability, %; measured here: viability with 2 uM doxorubicin; stronger effect = lower value
NFkB transloc inh cell count 2 µM = second read-out of NFkB transloc inh, no call of its own (marks repeat the call); cell count; measured here: cells passing quality filter;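 raw number of nuclei counted in each imaged well without normalization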
NFkB transloc pot cell count 2 µM = recorded beside NFkB transloc pot, whose call it bears; cell count; measured here: cells passing quality filter
Starred values were filed as active, the others as inactive; / = not tested or not shown. An excerpt, so the mix of outcomes need not match the whole.

SMILES	NFkB transloc pot	NFkB transloc pot cell count 2 µM	NFkB transloc inh	NFkB transloc inh cell count 2 µM	Bcl-B TR3 displacers	PLAP inhibition	MRP reversal	MRP reversal cytotoxicity	MRP reversal with doxorubicin
COc1cccc(C2C(C#N)=C(N)Oc3cc(C)oc(=O)c32)c1OC (stereo not given)	/	/	/	/	11%	12%	-4	99	103
CC1CCCC(NC(=O)CCn2c(=O)oc3ccccc32)C1C (stereo not given)	-19	85	19	85	0%	-10%	-1	96	97
CN1CCN(CC(O)c2ccccc2)CC1 (stereo not given)	1	130	-1	130	1%	5%	/	/	/
CCC1(C)Cc2ccccc2-c2nc(NCCCO)n(-c3ccccc3)c(=O)c21 (stereo not given)	29	129	-29	129	-6%	-35%	-30	47	77
COc1ccc(NC(=O)NCCCN2CCCCC2C)cc1 (stereo not given)	-5	120	5	120	7%	-12%	12	104	92
O=C(COc1ccccc1)N1CCN=C1c1ccccc1	15	113	-15	113	-5%	21%	-15	88	102
CCOC(=O)COc1ccc(S(=O)(=O)NCc2cccnc2)cc1	4	97	-4	97	-1%	3%	-6	106	111
COCCCn1c(SCC(=O)Nc2ccc3c(c2)OCCO3)nnc1-c1ccoc1C	-5	94	5	94	5%	17%	10	94	85
NC(=O)c1ccccc1NC(=O)NC1CCCCC1	7	143	-7	143	/	/	-7	91	98
COc1ccc(-n2c(Cc3cc(=O)[nH]c(=O)[nH]3)nnc2SCC(=O)N2CCCC2)cc1	2	154	-2	154	-3%	-10%	-1	102	104
CNC(=O)C1CCN(C(=O)c2ccc(-c3ccccc3)cc2)CC1	-12	43	12	43	-1%	-11%	15	93	78
CN1CCCCc2c1[nH]c1ccccc1c2=O	18	61	-18	61	-4%	8%	0	94	94
CC(C)(C)OC(=O)NCCc1nnc(SCc2ccc(Cl)cc2Cl)o1	11	70	-11	70	14%	-32%	2	96	94
COC(=O)Cc1c(C)nc2nc(-c3ccc(Cl)cc3)[nH]n2c1=O	14	128	-14	128	12%	5%	-5	93	97
CCC(C)[C@H](NC(=O)NC1CCN(Cc2ccccc2)CC1)C(=O)OC (stereo not given in full)	11	152	-11	152	-1%	-19%	7	91	84
Cc1cccc(N(C(=O)Nc2ccccc2)C2=NCC(C)S2)c1 (stereo not given)	/	/	/	/	8%	-44%	-4	90	94
O=C(c1ccccc1)N1CCN(C2C3CC4CC(C3)CC2C4)CC1 (stereo not given)	12	134	-12	134	6%	-17%	-11	91	102
CCOC(=O)C1(P(=O)(c2ccccc2)c2ccccc2)CCC1	14	126	-14	126	-5%	1%	5	102	97
O=C(c1cnn2c(C(F)F)cc(C3CC3)nc12)N1CCCC1	7	189	-7	189	8%	-11%	1	76	75
Cc1cc2cc(CN(Cc3ccco3)S(=O)(=O)c3c(C)ccc4nsnc34)c(=O)[nH]c2cc1C	-5	131	5	131	/	-12%	/	/	/
FC(F)(F)c1cc(C(F)(F)F)c2ccc(N3CCN(c4ccccc4)CC3)nc2n1	-3	227	3	227	-5%	5%	/	/	/
Nc1c(C(=O)C2CC2)sc2nc(-c3cccs3)cc(C(F)(F)F)c12	-16	172	16	172	-101%	-10%	-2	12	14
Cc1ccccc1-n1nc(C)c2cc(C(=O)N3CCOCC3)sc21	-15	89	15	89	-1%	-6%	0	82	82
CC(=O)NS(=O)(=O)c1cccnc1Nc1cccc(Cl)c1	7	158	-7	158	14%	-20%	/	/	/
O=[N+]([O-])c1ccc(C(=Nc2cccc3ccccc23)N2CCOCC2)cc1	15	149	-15	149	11%	-13%	/	/	/

In another format: entries from further up
Second line of a record: NFkB transloc pot | NFkB transloc pot cell count 2 µM | NFkB transloc inh | NFkB transloc inh cell count 2 µM | Bcl-B TR3 displacers | PLAP inhibition | MRP reversal | MRP reversal cytotoxicity | MRP reversal with doxorubicin
> COC(=O)Cc1c(C)nc2nc(-c3ccc(Cl)cc3)[nH]n2c1=O
    14 | 128 | -14 | 128 | 12% | 5% | -5 | 93 | 97
> CCC(C)[C@H](NC(=O)NC1CCN(Cc2ccccc2)CC1)C(=O)OC (stereo not given in full)
    11 | 152 | -11 | 152 | -1% | -19% | 7 | 91 | 84
> Cc1cccc(N(C(=O)Nc2ccccc2)C2=NCC(C)S2)c1 (stereo not given)
    / | / | / | / | 8% | -44% | -4 | 90 | 94

In the list so far, these contain two or more sulfur atoms.
SMILES	NFkB transloc pot	NFkB transloc pot cell count 2 µM	NFkB transloc inh	NFkB transloc inh cell count 2 µM	Bcl-B TR3 displacers	PLAP inhibition	MRP reversal	MRP reversal cytotoxicity	MRP reversal with doxorubicin
Cc1cc2cc(CN(Cc3ccco3)S(=O)(=O)c3c(C)ccc4nsnc34)c(=O)[nH]c2cc1C	-5	131	5	131	/	-12%	/	/	/
Nc1c(C(=O)C2CC2)sc2nc(-c3cccs3)cc(C(F)(F)F)c12	-16	172	16	172	-101%	-10%	-2	12	14

Reprinted from the results shown (2 entries):
SMILES	NFkB transloc pot	NFkB transloc pot cell count 2 µM	NFkB transloc inh	NFkB transloc inh cell count 2 µM	Bcl-B TR3 displacers	PLAP inhibition	MRP reversal	MRP reversal cytotoxicity	MRP reversal with doxorubicin
COc1cccc(C2C(C#N)=C(N)Oc3cc(C)oc(=O)c32)c1OC (stereo not given)	/	/	/	/	11%	12%	-4	99	103
CC1CCCC(NC(=O)CCn2c(=O)oc3ccccc32)C1C (stereo not given)	-19	85	19	85	0%	-10%	-1	96	97

Continuation:
SMILES	NFkB transloc pot	NFkB transloc pot cell count 2 µM	NFkB transloc inh	NFkB transloc inh cell count 2 µM	Bcl-B TR3 displacers	PLAP inhibition	MRP reversal	MRP reversal cytotoxicity	MRP reversal with doxorubicin
CCC(=O)N1CCN(c2ccc(OC)cc2[N+](=O)[O-])CC1	-7	126	7	126	0%	13%	/	/	/
O=C(NCC(=O)N(Cc1ccco1)C(C(=O)NC1CCCCC1)c1cccnc1)c1ccco1 (stereo not given)	-27	174	27	174	-11%	-34%	5	89	84
COc1ccc(OCC(O)CN2CCCCC2)cc1 (stereo not given)	0	181	0	181	1%	-27%	-3	92	95
CCOCCOC(=O)c1[nH]c2c(c1C)C(=O)CC(c1ccc(N(C)C)cc1)C2 (stereo not given)	12	62	-12	62	1%	-5%	/	/	/
CCOC(=O)N1CCN(C(=O)Cn2nc(C)c3sc4ccccc4c3c2=O)CC1	-3	159	3	159	15%	-33%	10	104	94
Nc1nnc(SCC(=O)Nc2ccc(F)c(Cl)c2)n1-c1ccccc1	29	130	-29	130	0%	-2%	-7	84	91
Cn1nc(C(F)(F)F)c(/C=N/OC(=O)c2ccccc2Cl)c1SCc1ccc(Cl)cc1	3	168	-3	168	-8%	15%	/	/	/
CN(c1ccccc1C(=O)Nc1ccc2c(c1)OCO2)S(C)(=O)=O	3	153	-3	153	/	/	/	/	/
CCCOc1ccc(N2C(=O)CC(N3CCN(C(=O)c4ccco4)CC3)C2=O)cc1 (stereo not given)	-3	91	3	91	-4%	25%	/	/	/
Cc1ccc(NC(=O)CN2C(=O)S/C(=C\c3cc(C)n(C)c3C)C2=O)cc1	-2	156	2	156	-46%	-11%	/	/	/
COc1ccccc1/C=N/NC(=O)C1=NNC(c2ccccc2)(c2ccccc2)C1	-5	164	5	164	/	/	-4	74	78
COc1ccc2oc3ccc(OC)cc3c(=O)c2c1	3	137	-4	137	2%	8%	/	/	/
CCOC(=O)c1cnc2c(cnn2C)c1NCCC(O)C(F)(F)F (stereo not given)	12	113	-12	113	-3%	-25%	/	/	/
CCOc1ccc(-c2nn3c(-c4ccc(F)cc4)nnc3s2)cc1	3	87	-3	87	/	/	32	97	65
CCCCn1c2c(c(=N)c3c1CCC3)CCC2	11	165	-11	165	16%	34%	2	87	85
CN1CCN(CC(=O)NC2CCCCC2)CC1	-2	159	2	159	-1%	3%	4	94	90
COc1ccc(C(C)=O)cc1CSc1nnc(C)s1	9	109	-9	109	1%	-7%	-9	82	90
CCOC(=O)C1CCN(Cc2coc3c(Cl)cc(Cl)cc3c2=O)CC1	5	157	-5	157	-15%	-19%	-1	87	88
COc1cccc(-c2nn(-c3ccccc3)cc2C(=O)n2nnc3ccccc32)c1	0	195	0	195	-10%	4%	-4	19	23
COc1cc(S(=O)(=O)N2CCC(O)(c3cccc(C(F)(F)F)c3)CC2)ccc1-n1cnnn1	-2	102	2	102	-6%	18%	23	41	18
CCC(=O)NCCCCNC(=O)CC	7	89	-7	89	-12%	2%	-5	91	96
CC(C)OC(=O)c1cccc(C(=O)OCc2ccco2)n1	-1	122	1	122	-5%	-24%	-14	41	55
Cc1ccccc1CSCC(=O)c1c(N)n(CC(C)C)c(=O)n(C)c1=O	21	188	-21	188	11%	17%	-5	65	70
Cc1cc(C)c2c(N)c(C(=O)Nc3ncc(C)s3)sc2n1	-7	177	6	177	/	/	1	66	65
O=S(=O)(c1ccccc1)N(Cc1ccccc1)c1ccccn1	-3	159	3	159	8%	20%	0	90	90

The results go on:
SMILES	NFkB transloc pot	NFkB transloc pot cell count 2 µM	NFkB transloc inh	NFkB transloc inh cell count 2 µM	Bcl-B TR3 displacers	PLAP inhibition	MRP reversal	MRP reversal cytotoxicity	MRP reversal with doxorubicin
CCS(=O)(=O)C(=C1Nc2ccccc2N1)S(=O)(=O)CC	-3	100	3	100	/	/	11	99	88
CCOC(=O)c1c(NC(=O)/C=C/c2ccc3c(c2)OCO3)sc(C)c1C	0	132	-26	128	5%	-6%	/	/	/
CCOC(=O)COc1cccc2c(=O)n(CC(=O)N3CCN(C(=O)OCC)CC3)ccc12	10	163	-10	163	/	/	0	86	86
Cn1cnnc1SCC(=O)N1N=C2/C(=C/c3ccco3)CCCC2C1c1ccco1 (stereo not given)	8	170	-8	170	7%	-28%	-2	74	76
COc1ccc2[nH]c3c(=O)n(CCCCC(=O)N4CCC(C(N)=O)CC4)c(=S)[nH]c3c2c1	20	196	-20	196	-7%	3%	-2	91	93
CSc1ncc(Cl)c(C(=O)Nc2ccc(S(=O)(=O)N3CCOCC3)cc2)n1	9	129	-9	129	-8%	7%	5	85	80
CCOC(=O)c1[nH]c2cc(OC)c(OC)cc2c1N	23	147	-23	147	-12%	7%	0	101	102
CCn1c(Cc2ccccc2)nnc1SCC(=O)OC(C)C	/	/	/	/	-7%	12%	-17	83	100
CCCCOC(=O)Nc1ccc(S(=O)(=O)Nn2cnnc2)cc1	/	/	/	/	-2%	-23%	/	/	/
Cn1nccc1/C=C(/C#N)S(=O)(=O)c1ccccc1	0	168	0	168	-2%	7%	11	98	88
CN(CC(=O)NCCCN1CCOCC1)S(=O)(=O)c1ccc(Br)cc1	21	135	-21	135	-10%	-40%	-5	93	98
CCCCNC(=O)CSc1nnc(-c2ccco2)n1C	24	172	-24	172	0%	3%	-6	82	87
COc1ccc(N=NC2=C(O)CC(C)(C)CC2=O)cc1	10	161	-10	161	-31%	26%	10	89	80
C=CCn1c(N2CCCCCC2)nc2c1c(=O)[nH]c(=O)n2C	3	128	-3	128	-3%	-6%	-12	76	88
CC(=O)Nc1ccc(S(=O)(=O)NC2=C(N3CCN(c4ccc(F)cc4)CC3)C(=O)c3ccccc3C2=O)cc1	-9	146	8	146	30%	-75%	-18	65	83

By substructure, those above with a cyano group.
SMILES	NFkB transloc pot	NFkB transloc pot cell count 2 µM	NFkB transloc inh	NFkB transloc inh cell count 2 µM	Bcl-B TR3 displacers	PLAP inhibition	MRP reversal	MRP reversal cytotoxicity	MRP reversal with doxorubicin
COc1cccc(C2C(C#N)=C(N)Oc3cc(C)oc(=O)c32)c1OC (stereo not given)	/	/	/	/	11%	12%	-4	99	103
Cn1nccc1/C=C(/C#N)S(=O)(=O)c1ccccc1	0	168	0	168	-2%	7%	11	98	88
